PAFAH1B3 FP inh: PAFAH1B3 enzyme inhibitors, primary screen, biochemical, fluorescence polarization, human. Platelet-activating factor acetylhydrolase IB subunit alpha1 (Homo sapiens), Q15102. recombinant PAFAH1B3, FP-rhodamine probe. inhibition, % at 3.39 µM. 0.28% of 340,000 active;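 active = inhibition above the screen-wide average of all tested compounds plus 3 SD, cut at about 25% in these data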;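 also: 0% = enzyme with DMSO only and 100% = wells lacking PAFAH1B3 protein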
Target sequence (Q15102 whole entry, looked up): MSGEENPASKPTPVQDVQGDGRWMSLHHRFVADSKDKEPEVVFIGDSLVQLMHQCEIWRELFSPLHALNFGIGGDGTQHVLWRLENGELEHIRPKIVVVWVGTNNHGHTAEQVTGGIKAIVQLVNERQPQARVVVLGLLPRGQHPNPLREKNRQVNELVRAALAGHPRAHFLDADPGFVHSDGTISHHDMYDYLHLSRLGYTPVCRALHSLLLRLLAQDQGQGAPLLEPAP
LYPLA1 counter: LYPLA1 inhibitors, primary screen, counter-screen for PME1 inhibitor project, biochemical, fluorescence polarization, FP-Rh probe ABPP | AID 2174, 2009 | 0.16% of 320,000 active | inhibition, % at 5.9 µM | recombinant LYPLA1 | Acyl-protein thioesterase 1 (Homo sapiens), O75608;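 active = inhibition above the mean of all tested compounds plus 3 SD, set per campaign, cut at about 14% in these data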;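 also: inhibitors block serine hydrolase probe labeling of LYPLA1 so polarization falls; 0% = enzyme with DMSO and 100% = wells lacking LYPLA1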
pPAFAH FP inh: pPAFAH enzyme inhibitors, primary screen, biochemical, fluorescence polarization, human | Platelet-activating factor acetylhydrolase (Homo sapiens), Q13093 | recombinant pPAFAH, FP-rhodamine probe fluorescence polarization | inhibition, % at 3.39 µM | 1.5% of 330,000 active | AID 463082, 2010;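 active = inhibition above the mean inhibition across the screen plus 3 SD, cut at about 25% in these data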;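 also: inhibitors block binding of the rhodamine activity-based probe so polarization drops; 0% = enzyme with DMSO and 100% = wells lacking pPAFAH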
PAFAH1B2 FP inh: PAFAH1B2 enzyme inhibitors, primary screen, biochemical, fluorescence polarization, human; Platelet-activating factor acetylhydrolase IB subunit alpha2 (Homo sapiens), P68402; recombinant PAFAH1B2, FP-rhodamine activity probe; inhibition, % at 3.39 µM; 1.2% of 340,000 active; AID 492953, 2010;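 active = inhibition above the mean of all tested compounds plus 3 SD, cut at about 24% in these data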;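 also: 0% = enzyme with DMSO and 100% = wells lacking PAFAH1B2; many of its hits are not listed in these tables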
GSTO1 inh: inhibitors of recombinant GSTO1, primary screen, counter-screen for RBBP9 inhibitor project, biochemical, fluorescence polarization | Glutathione S-transferase omega-1 (Homo sapiens), P78417 | activity-based probe fluorescence polarization | inhibition, % at 5.96 µM | 1.1% of 300,000 active;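 active = inhibition above the campaign mean inhibition plus 3 SD, cut at about 35% in these data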;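 also: 0% = GSTO1-1 with DMSO and 100% = wells lacking GSTO1-1 enzyme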
LYPLA2 inh: LYPLA2 inhibitors, primary screen, counter-screen for PME1 inhibitor project, biochemical, fluorescence polarization, FP-Rh probe ABPP | recombinant LYPLA2 | Acyl-protein thioesterase 2 (Homo sapiens), O95372 | 0.38% of 320,000 active | AID 2177, 2009 | inhibition, % at 5.9 µM;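 active = inhibition above the screen-wide mean plus 3 SD, limit set per campaign, cut at about 26% in these data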;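 also: 0% = LYPLA2 with DMSO and 100% = wells lacking LYPLA2 enzyme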
PREPL inh: PREPL enzyme inhibitors, primary screen, biochemical, fluorescence polarization. recombinant PREPL, fluorescence polarization activity-based probe. 0.68% of 320,000 active. inhibition, % at 5.96 µM. AID 2751, 2010; in the data active = inhibition above about 43%;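 also: 0% = enzyme with DMSO and 100% = wells lacking enzyme; many of its hits are not listed in these tables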
PAFAH2 FP inh: PAFAH2 enzyme inhibitors, primary screen, biochemical, fluorescence polarization, human; Platelet-activating factor acetylhydrolase 2, cytoplasmic (Homo sapiens), Q99487; recombinant PAFAH2, FP-rhodamine activity probe; inhibition, % at 3.39 µM; 0.99% of 340,000 active; AID 492956, 2010;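 active = inhibition above the mean over all tested compounds plus 3 SD, cut at about 30% in these data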;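 also: inhibitors block probe labeling of enzyme so polarization drops; 0% = enzyme with DMSO and 100% = wells lacking PAFAH2 protein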
PAD4 inh: human PAD4 inhibitors, primary screen, biochemical, fluorescence polarization, 1536-well format; Protein-arginine deiminase type-4 (Homo sapiens), Q9UM07; recombinant PAD4, RCA probe fluorescence polarization; inhibition, % at 6.36 µM; 0.41% of 330,000 active;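 active = percent inhibition above a cutoff equal to the mean of all tested compounds plus 3 SD, cut at about 15% in these data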;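 also: 0% = PAD4 with RCA probe and DMSO and 100% = probe without PAD4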
Target sequence (Q9UM07 whole entry, looked up): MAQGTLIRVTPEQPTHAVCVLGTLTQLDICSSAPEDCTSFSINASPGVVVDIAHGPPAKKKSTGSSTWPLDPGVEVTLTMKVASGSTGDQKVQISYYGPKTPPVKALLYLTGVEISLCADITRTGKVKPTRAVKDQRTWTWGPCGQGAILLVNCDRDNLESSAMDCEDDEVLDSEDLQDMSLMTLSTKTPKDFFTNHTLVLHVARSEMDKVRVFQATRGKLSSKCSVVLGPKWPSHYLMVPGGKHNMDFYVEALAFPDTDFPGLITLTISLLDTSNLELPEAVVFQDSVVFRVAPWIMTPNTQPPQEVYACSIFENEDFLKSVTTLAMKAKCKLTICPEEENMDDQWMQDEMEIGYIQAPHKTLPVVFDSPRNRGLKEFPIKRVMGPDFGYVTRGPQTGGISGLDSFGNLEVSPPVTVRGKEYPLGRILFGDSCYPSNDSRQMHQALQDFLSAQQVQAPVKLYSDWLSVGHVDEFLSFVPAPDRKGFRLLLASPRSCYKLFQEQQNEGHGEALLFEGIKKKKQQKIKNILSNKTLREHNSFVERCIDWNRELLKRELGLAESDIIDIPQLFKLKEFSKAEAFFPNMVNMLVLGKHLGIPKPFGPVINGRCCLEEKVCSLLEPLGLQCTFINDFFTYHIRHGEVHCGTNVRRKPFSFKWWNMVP
* marks the source's active call; other numbers are inactive results; . = not tested or not shown. Not all compounds are listed; count on the stated rates, not on these rows.

smiles,PAFAH1B3 FP inh,LYPLA1 counter,pPAFAH FP inh,PAFAH1B2 FP inh,GSTO1 inh,LYPLA2 inh,PREPL inh,PAFAH2 FP inh,PAD4 inh
O=C(CCn1c(=O)c2ccccc2n(CC(=O)N2CCN(c3ccccc3)CC2)c1=O)NCc1ccco1,0,4,1,0,14,5,31,7,7
COc1cccc(C(=O)OCC(=O)c2ccc(Br)s2)c1OC,4,-1,19,-2,.,5,16,62*,-4
Cc1ccc(OCCCC(=O)Nc2ccc(S(=O)(=O)Nc3cc(C)nc(C)n3)cc2)cc1,0,1,5,4,-6,5,-3,-6,-1
Cc1cc(NC(=O)CCC(=O)N(CC(=O)NCC2CCCO2)c2ccc(Cl)c(Cl)c2)no1 (stereo unspecified),2,0,-2,6,-4,7,-8,1,4
CCCc1nnc(SCC(=O)Nc2nc(C)cs2)n1CCOC,4,-5,6,1,-4,-1,-9,20,0
CC(C)c1ccc(CNCCCSc2ncccn2)cc1,10,-2,-2,1,4,-1,7,5,-4
CCN1CCN(c2ccc(S(=O)(=O)N3CCCCC3)cc2NC(=O)/C=C/c2ccc(OC)c(OC)c2)CC1,-2,-1,-3,-8,-4,2,26,10,1
CC1CCCN(C(=O)Nc2ccc(Br)cc2Cl)C1 (stereo unspecified),2,1,-6,5,-3,1,6,2,-2
CCCCCn1c(N2CCC(C(N)=O)CC2)nc2c1c(=O)[nH]c(=O)n2C,8,1,1,3,-3,4,-9,-3,-2
O=C1CCCC2=C1C(Cc1ccccc1)C1=C(CCCC1=O)O2,6,1,7,8,1,-1,-8,0,-4
Cc1ccc(C2CC(=O)N3CN(Cc4ccco4)CSC3=C2C#N)cc1 (stereo unspecified),6,2,7,7,-2,6,-5,7,2
N#C/C(=C/c1ccc(F)cc1)c1nc(CCN2C(=O)c3ccccc3C2=O)cs1,3,-1,4,-2,12,5,-23,-13,2
O=C(/C=C/c1ccc(S(=O)(=O)N2CCOCC2)cc1)NCc1ccccc1,10,4,1,2,-49,6,4,3,1
O=[N+]([O-])c1cccc(C(=S)N2CCN(c3ccccc3)CC2)c1,5,-2,6,1,2,2,14,11,6
CCOC(=O)C1Sc2[nH]c(=O)sc2C(c2ccc(Cl)cc2)C1C(=O)OCC (stereo unspecified),11,-1,2,27*,9,5,1,12,-1
CCOC(=O)N1CCC(NC(=O)CS(=O)Cc2nc(-c3ccc(OC)c(OC)c3)oc2C)CC1 (stereo unspecified),-1,-4,-12,6,-6,-4,2,2,-1
COC(=O)c1ccc(NC(=S)N2CCN(Cc3cccc(C)c3)CC2)cc1,6,-4,-2,4,-4,5,8,2,0
Cc1cc(C(=O)CN2CCC(C)CC2)c(C)n1-c1ccc(F)cc1,2,0,3,0,3,3,-3,3,1
O=C(/C=C/c1c(F)cccc1Cl)c1ccc(F)cc1,6,-7,0,1,-10,-6,-3,-5,-1
O=C(NC(=S)Nc1ncccn1)c1ccccc1Br,6,-4,-1,7,-1,3,-4,1,7
COc1ccc(-c2[nH]ncc2CN(CCO)CC23CC4CC(CC(C4)C2)C3)c(OC)c1,5,3,8,5,1,-3,17,-6,1
CSc1nnc(C)c(=O)n1COC(=O)c1ccc(S(=O)(=O)N2CCCC2)cc1,2,-4,4,0,-3,5,3,3,0
C=CCNC(=O)c1onc(CSc2ccc(OC)cc2)c1C(=O)O,4,1,9,8,-4,7,1,15,2
CCOC(=O)C1Cc2c([nH]c3ccccc23)CN1 (stereo unspecified),0,2,2,0,0,4,2,-5,-2
Cc1cc(C)cc(NC(=O)C2CCN(C(=O)c3cccs3)CC2)c1,6,1,0,2,8,0,10,7,1
COc1ccccc1OCc1ccc(C(=O)Nc2ccc(Cl)cn2)o1,6,2,-5,0,-1,-1,4,-2,-5
O=C(COC(=O)c1cc(S(=O)(=O)N2CCOCC2)cs1)c1ccccc1,4,-4,8,2,4,-1,17,6,-2
CCc1nc(SCC(=O)N2CCc3cc(OC)c(OC)cc3C2)c(C#N)cc1C,10,-2,0,7,8,-2,10,-3,-5
Cc1cc(C)nc(SCc2ccc(C(=O)O)o2)n1,6,3,-1,1,2,8,16,-5,-5
COc1cc(NS(=O)(=O)c2ccc3ccccc3c2)c2ncccc2c1,11,-10,3,7,8,-12,0,3,-4

(list continues)
Values run as follows: PAFAH1B3 FP inh	LYPLA1 counter	pPAFAH FP inh	PAFAH1B2 FP inh	GSTO1 inh	LYPLA2 inh	PREPL inh	PAFAH2 FP inh	PAD4 inh
CCCCn1c(SCC(=O)c2ccc(O)c(O)c2)nc2ccsc2c1=O
→ 2	-13	42*	15	16	-10	31	28	2
COc1ccc(Cc2nc3ccccc3c(=O)n2N)cc1OC
→ 7	-6	-3	3	-1	-2	0	0	0
S=C(NCC1CCCO1)NC1CCCCC1 (stereo unspecified)
→ -2	-3	1	7	3	5	1	6	0
Cn1c(=O)c2c(nc(CN3CCN(c4ccccc4)CC3)n2CCN2CCOCC2)n(C)c1=O
→ .	-4	1	.	2	-3	18	.	-2
Cc1ccc(N(CC(=O)NCc2ccc(Cl)cc2)S(C)(=O)=O)cc1
→ 0	3	7	4	-1	4	-44	3	2
Cc1cccc(-c2c(O)cc(=O)[nH]c2Cl)c1
→ 5	0	5	1	-3	7	11	10	-3
COc1cc(OC)c(NC(=O)c2ccoc2C)cc1Cl
→ 3	0	1	-3	-3	-7	1	3	-1
CCCc1nnc(NC(=O)CCC(=O)N2CCN(CCn3c(C)ccc3C)CC2)s1
→ 4	-3	-4	1	7	3	3	11	-2
Cc1ccc(C)c(S(=O)(=O)N2CCCOC2CNC(=O)C(=O)NC2CCCC2)c1 (stereo unspecified)
→ -4	3	4	9	7	2	-6	-2	0
O=C(NCC1CCCO1)c1cc2cc(F)ccc2[nH]1 (stereo unspecified)
→ 8	2	-2	8	11	-3	14	-3	-3
O=C(NC(=S)NCc1ccco1)c1ccccc1
→ 3	-1	7	-2	5	4	0	8	-1
Cc1cc(/C=N/n2cnnc2)c(C)n1-c1ccc(Cl)cc1Cl
→ -3	1	12	3	-1	2	6	3	2
Cc1ccc(C)c(NC(=O)C2CCC(C)(C(=O)O)C2(C)C)c1 (stereo unspecified)
→ 6	1	3	-2	-1	3	6	-4	1
CC(C)C(NC(=O)c1c(F)cccc1F)C(=O)NC1CC(C)(C)NC(C)(C)C1 (stereo unspecified)
→ 5	4	2	3	6	15	6	-4	3
CCN(CC)CCn1c(NCc2ccc(C)o2)nc2ccccc21
→ 1	1	0	3	-3	5	15	14	3
Cc1c(NC(=O)COC(=O)c2ccc[nH]c2=O)c(=O)n(-c2ccccc2)n1C
→ 6	2	2	3	3	7	8	-3	7
C=CCN(Cc1nc(-c2ccc(OC)c(OC)c2)oc1C)C1CCS(=O)(=O)C1 (stereo unspecified)
→ 1	0	-7	1	10	-6	4	-4	-3
O=C(NCCS(=O)(=O)N1CCc2ccccc2C1)c1ccccc1
→ 0	-1	-3	7	-2	-2	3	5	-6
COCCN(CCOC)C(=O)CN1C(=O)NC(Cc2c[nH]c3ccccc23)C1=O (stereo unspecified)
→ 4	9	0	1	5	-2	8	5	4
COc1ccccc1CCC(=O)OCC(=O)NC1CCCCC1
→ 13	-2	20	-4	4	4	8	11	-2
Cc1oc2cc3oc(=O)c(CC(=O)NCCCC(=O)O)c(C)c3cc2c1C
→ 5	-1	-3	4	1	-2	7	4	5
CCOC(=O)c1cnc2ccc(C(=O)OC)cc2c1Nc1ccc2c(c1)OCCO2
→ 4	-3	-5	0	1	4	27	-12	3
CC(C)CN(C(=O)CSc1nc(N)cc(N)n1)C1CCS(=O)(=O)C1 (stereo unspecified)
→ 8	.	0	8	.	.	9	-3	4
CC(C)c1ccc(NC(=O)CN2CCN(c3ccccn3)CC2)cc1
→ -6	4	3	8	-5	9	7	-1	3
CCOc1ccccc1NC(=O)c1ccc2[nH]c(C)c(C)c2c1
→ 3	-2	11	-3	-3	-4	15	0	-8
O=C(c1ccc(S(=O)(=O)N2CCCCCC2)cc1)N1CCN(c2ccccn2)CC1
→ 12	6	9	4	-5	14	-4	7	-3
O=C(O)CCSc1nnc(-c2ccc3c(c2)OCO3)o1
→ 9	-3	-5	1	-6	-5	-10	-11	-5
Cc1cc(C)nc(N/N=C/c2ccc(N3CCOCC3)cc2)n1
→ 3	0	4	-1	0	4	1	-6	-3
